Giardia FBPA inh – Giardia lamblia aldolase inhibition. A8B2U2. purified Giardia FBPA. Potency, µM (highest dose often 59.6 µM), for the others: at the top dose activity, negative = inhibition, actives largely listed as inhibitors. actives 0.71% (n = 290,000). AID 2451; further: potency means the concentration at half of the fitted maximal effect; on the % scale 0 is the no-effect control and ±100 the full control effect; nearly all actives have a fitted effect of over 55% in size
Target sequence (A8B2U2 whole entry, looked up): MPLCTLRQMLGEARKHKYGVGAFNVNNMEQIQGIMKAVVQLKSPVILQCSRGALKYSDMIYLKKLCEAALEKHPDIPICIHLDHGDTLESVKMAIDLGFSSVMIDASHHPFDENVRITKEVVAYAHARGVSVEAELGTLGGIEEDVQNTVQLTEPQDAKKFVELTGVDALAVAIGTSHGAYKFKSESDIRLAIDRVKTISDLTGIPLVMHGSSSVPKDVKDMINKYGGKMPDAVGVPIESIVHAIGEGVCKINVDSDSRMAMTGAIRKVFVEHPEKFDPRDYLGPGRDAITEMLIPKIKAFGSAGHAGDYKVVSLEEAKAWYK
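Giardia FBPA (40 nM reagent) was preincubated 10 min at RT with compound (up to 57.5 uM final), then substrate plus GAPDH/TPI/NAD/arsenate coupling system with diaphorase/resazurin was added; resorufin fluorescence (525/598 nm) was read after 20 min.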
Pf growth 48h – inhibits P. falciparum growth in the first generation, 48 h; Potency, µM (top dose mostly 28.7 µM), inactives show top-dose activity change, negative = inhibition, usual class: inhibitors; P. falciparum luciferase growth in erythrocytes, 48 h; actives 5.9% (n = 310,000); further: potency means the concentration at half of the fitted maximal effect; on the % scale 0 is the no-effect control and ±100 the full control effect
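Luminescence readout; reporter = integrated firefly luciferase in P. falciparum. RBC culture at 2% hematocrit, 0.1% parasitemia final, 37 C/5% CO2; decreased signal taken as growth inhibition.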
Shiga toxin inh – blocks Shiga toxin action in Vero cells; actives 9.2% (n = 290,000); inhibition, % at 38.7 µM; Vero cells, Shiga toxin protein synthesis inhibition reporter; in the data active means inhibition mostly above about 28%, no sharp cut-off; inactive means mostly below about 43%; further: 0% is about no effect
Pf growth 96h – P. falciparum growth inhibition at 96 hours; P. falciparum luciferase reporter growth, 96 h; Potency, µM (titrated, usually from 28.7 µM), without a hit: at the top dose activity change, negative = inhibition, usual class: inhibitors; AID 504834; actives 6.9% (n = 320,000); further: potency means the concentration at half of the fitted maximal effect; on the % scale 0 is the no-effect control and ±100 the full control effect
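Plates of compound plus infected erythrocytes (2% hematocrit, 0.05% parasitemia final) incubate 96 hours, 37 C, 5% CO2. Detection reagent added; reduced luminescence from the parasites' luciferase reporter flags inhibition.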
Sm TGR inh – S. mansoni TGR enzyme inhibition | AID 485364 | purified TGR, DTNB reduction, TNB absorbance 405 nm | actives 3% (n = 360,000) | Potency, µM (highest dose often 114 µM), for inactives: at the top dose activity change, negative = inhibition, actives largely listed as inhibitors; further: potency means the concentration at half of the fitted maximal effect; on the % scale 0 is the no-effect control and ±100 the full control effect; nearly all actives have a fitted effect of over 60% in size
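First, TGR (20 nM dispensed) and NADPH were mixed with compound. Second, a 15 min room-temperature incubation followed. Third, further NADPH and then DTNB were added to start the reaction. Finally, TNB absorbance was monitored kinetically.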
Cycloheximide cs – counter-screen for Shiga toxin inhibitors: cycloheximide protein synthesis inhibition; actives 12% (n = 300,000); cell reporter, cycloheximide protein synthesis inhibition counterscreen; max response, %; in the data active means max response mostly above about 13%, no sharp cut-off; inactive means mostly below about 14%; further: read at 38.3 µM for the half of the compounds with a filed dose; 0% is about no effect
* hit, by the source's call; i = inactive; ? = inconclusive; . = not tested or not shown; [ ] = another dose, or the depositor's remark. Unless noted, the call rests on the fitted dose curve; in most records, active means well fitted curve in the direction sought with a large enough effect; inconclusive means small, poorly fitted or top-dose-only effect, or another doubt; inactive means no such curve, though single readings can be large; an effect the other way counts as inactive or inconclusive.

SMILES	Giardia FBPA inh	Pf growth 48h	Shiga toxin inh	Pf growth 96h	Sm TGR inh	Cycloheximide cs
Cc1nc(-c2cccc(NS(=O)(=O)c3ccc4ccccc4c3)c2)cs1	0%	5%	-15	?	0%	-2
Cc1ccc(N(CN2C(=O)NC(C)(C)C2=O)CN2C(=O)NC(C)(C)C2=O)cc1	-2%	1%	-1	.	0%	2
CCOC(=O)CNC(=O)c1cccnc1	-18%	33%[activator]	-8	33%[activator]	9%	1
COc1ccc2cc(C(=O)Nc3ccc(O)cc3)sc(=O)c2c1OC	0%	?	-3	-21%	-8%	11
CCN1CC2(COC(=O)c3ccccc3N)CCC(OC)C34C5CC6C(OC)CC(O)(C5C6OC)C(O)(C(OC)C23)C14 (configuration not stated)	0%	.	-6	?	3%	-4
COc1cc(C(=O)O/N=C(\N)c2ccccn2)cc(OC)c1OC	6%	?	66*	?	-3%	34*
COC(=O)C1=C(c2ccccc2OCc2ccccc2)C[C@@H]2CC[C@H]1N2C(=O)NCc1ccc(Cl)cc1	.	9.3µM*	.	?	-1%	.
O=C(/C=C/c1cccc(F)c1)NCCCn1ccnc1	-13%	.	-4	21%	4%	7
CCOC(=O)Cc1csc(NC(=O)c2c(-c3ccccc3)noc2C)n1	-4%	-22%	-16	.	-2%	-3
CCCCOc1ccc(N2CC(C(=O)NCc3ccco3)CC2=O)cc1 (configuration not stated)	9%	38%[activator]	23	8%	-5%	-1
CCCCC(=O)NC(=S)NNC(=O)CC	9%	12%	1	17%	-2%	1
COc1ccc2nc(SCC(=O)N(C)CC(=O)Nc3ccc(F)cc3)[nH]c2c1	.	20%	.	32%[activator]	-6%	.
O=c1[nH]c2ccc(Cl)cc2c(-c2ccccc2)c1N1CCN(CCO)CC1	1%	?	-29	?	-3%	-1
Cc1ccc(N(Cc2ccc([N+](=O)[O-])cc2)C(=O)c2ccco2)cc1	9%	?	7	10%	3%	-3
CC(C)(C)C(=O)O/N=C(\N)Cc1ccc(-c2csnn2)cc1	6%	?	-5	0%	-5%	-2
COc1ccc(CCNC(=O)c2c(-c3ccccc3)noc2C)cc1OC	1%	5%	-5	-18%	0%	7
COc1ccc(NC(=O)c2c(Cl)nc3ccccn23)cc1	-8%	147%[activator]	74*	103%[activator]	0%	32*
O=C(O)c1cccc(-n2cccc2/C=C2/NC(=O)N(Cc3ccccc3F)C2=O)c1	8%	-14%	-2	?	?	8
COC(=O)Cc1ccc(N(Cc2ccccc2F)S(=O)(=O)c2ccc(Br)cc2)cc1	-8%	-16%	9	?	19%	-4
CCc1ccc(N(CC(=O)NC2CCCC2)C(=O)CCC(=O)Nc2ccccn2)cc1	11%	?	-15	0%	-11%	3
O=S(=O)(Nc1ccc(N2CCCCC2)cc1)c1ccc(F)cc1	-6%	-8%	51*	?	-28%	13*
O=C1C2CCCN2c2ccc(S(=O)(=O)N3CCOCC3)cc2N1Cc1cccc(C(F)(F)F)c1 (configuration not stated)	0%	1µM*	-9	0.52µM*	-6%	-3
O=S(=O)(CC(O)COc1ccc(Br)cc1)c1ccccc1 (configuration not stated)	1%	6%	22	20%	2%	6
Cc1ccccc1OCC(=O)NNC(=S)NC(=O)c1ccccc1[N+](=O)[O-]	?	3%	-17	?	-10%	-1
O=C(NCc1ccco1)/C(=C\C=C\c1ccccc1)NC(=O)c1ccccc1Br	-6%	?	16	-21%	?	7
CCOC(=O)C1CCN(C(=O)c2ccccc2NS(=O)(=O)c2cc(C)ccc2C)CC1	-1%	-13%	-9	-23%	7%	-3
Cc1oc2cc(O)ccc2c(=O)c1Oc1ccccc1	14%	19%	-7	.	-2%	2
CN1CCc2c(OCC(=O)N3N=C(c4cccs4)CC3c3ccc(F)cc3)cccc2C1=O (configuration not stated)	7%	?	-1	?	?	-1
Brc1ccc(-c2csc(N3CCOCC3)n2)cc1	-6%	i	136*	?	19%	63*
Cc1sc2ncnc(N3CCC(C(=O)N(CC(C)C)c4nc5ccccc5s4)CC3)c2c1C	.	?	.	3.7µM*	7%	.

Compounds above with a furan ring, fused or not, in the order listed:
SMILES	Giardia FBPA inh	Pf growth 48h	Shiga toxin inh	Pf growth 96h	Sm TGR inh	Cycloheximide cs
CCCCOc1ccc(N2CC(C(=O)NCc3ccco3)CC2=O)cc1 (configuration not stated)	9%	38%[activator]	23	8%	-5%	-1
Cc1ccc(N(Cc2ccc([N+](=O)[O-])cc2)C(=O)c2ccco2)cc1	9%	?	7	10%	3%	-3
O=C(NCc1ccco1)/C(=C\C=C\c1ccccc1)NC(=O)c1ccccc1Br	-6%	?	16	-21%	?	7

(list continues)
SMILES	Giardia FBPA inh	Pf growth 48h	Shiga toxin inh	Pf growth 96h	Sm TGR inh	Cycloheximide cs
CCOc1ccc2c(c1)sc(=NC(=O)C1CC1)n2C	4%	?	62*	?	-2%	39*
COC(=O)c1c(NC(=O)C2CCCCC2C(=O)O)sc2c1CCCCC2 (configuration not stated)	27%	-5%	84*	-5%	.	40*
CCOc1ncccc1C(=O)N1CCN(S(=O)(=O)c2ccccc2)CC1	7%	-6%	-5	74%[activator]	-5%	-3
Cc1nc(N2CCC(C)CC2)c2c(C)c(C(=O)Nc3ccc4c(c3)OCCO4)sc2n1	-1%	?	-8	?	1%	-3
Cc1ccccc1C(=O)N1CCN(c2nc(N3CCOCC3)nc(N3CCOCC3)n2)CC1	5%	?	-10	?	-6%	1
O=C(Nc1ccc(N2CCN(C(=O)c3ccco3)CC2)cc1)c1cccnc1Cl	-3%	15%	6	-39%	-18%	-3
C/C(CC(=O)N1CCN(C=O)CC1)=N\NC(=O)c1ccc([N+](=O)[O-])cc1	?	-26%	64	104%[activator]	?	20*
Cc1cccc(C)c1NC(=S)N1CCCN(C)CC1	-3%	11%	-6	19%	0%	2
Cc1cccc(-c2cccc(NC(=O)C3CCCN(C(=O)c4csc(C)n4)C3)c2)c1 (configuration not stated)	-3%	?	46*	?	-11%	17*
Oc1ccc(Nc2ccnc3cc(Cl)ccc23)cc1	-7%	1µM*	52	1.9µM*	-33%	13
O=C(N/N=C/c1coc2ccccc2c1=O)c1ccncc1	21%	11%	-8	-25%	-21%	-2
Nc1nc2c(s1)CCc1ccccc1-2	-20%	.	38*	56%[activator]	0%	21*
Cc1ccc(N(CC(=O)NCCSCc2ccco2)S(C)(=O)=O)cc1	-1%	-4%	-2	?	45µM*	1
COc1ccc([N+](=O)[O-])cc1-c1[nH]c(-c2ccc(C(=O)O)cc2)nc1-c1ccccc1	-15%	8.3µM*	-9	?	-16%	1
COC(=O)Cc1c(CSc2ccccc2)oc2ccc(O)c(CN(C)C)c12	-2%	?	-11	?	-20%	-7
CC(C)Oc1c(Cl)cc(CNC(C)(C)CO)cc1Cl	7%	4%	4	-1%	-11%	8
O=C(/C=C/Nc1ccc(Oc2ccccc2)cc1)c1ccco1	-13%	270%[activator]	70*	-33%[5.75 µM]	-3%	56*
COc1ccc(CNC(=O)Cn2c(=O)n(CCC(=O)N3CCCCC3)c(=O)c3sccc32)cc1	2%	4%	-4	0%	-8%	-1
O=C(CSc1nccc(=O)[nH]1)N1CCN(c2ccccc2)CC1	0%	-3%	-6	?	0%	-2
CCc1cc(=O)oc2c3c(cc(OCC(=O)NCCN4CCOCC4)c12)OC(C)(C)CC3	11%	?	-2	9.3µM*	0%	-3
O=[N+]([O-])c1ccc(N2CCN(c3ccc([N+](=O)[O-])cc3CO)CC2)c(CO)c1	2%	?	3	?	-2%	-3
Cc1ccc(CNC(=O)COC(=O)Cc2ccc(-c3ccccc3)cc2)cc1	2%	-8%	14	-11%	-1%	-1
Cc1cc(=O)n2[nH]nnc2n1	0%	36%[activator]	-3	8%	9%	-2
CS(=O)(=O)c1ccc2nc(NC(=O)c3ccc(Cn4cc(Br)cn4)o3)sc2c1	.	-15%	17	?	-12%	8
CCC(=O)Nc1ccccc1C(=O)C(=O)Nc1ccccc1	-1%	127%[activator]	38*	?	0%	35*
Cc1oc(-c2ccccc2)cc1C(N)=O	5%	10%	24	18%	1%	3
Cc1sc2nc(C3CC3)nc(SCC(=O)N3CC(=O)Nc4ccccc43)c2c1C	1%	?	-15	?	-1%	8
Cc1noc(C)c1S(=O)(=O)N1CCC(C(=O)O)CC1	.	-10%	.	-2%	-6%	.
Cc1cccc(NC(=O)CSCc2cc(=O)n3nc(C4CC4)sc3n2)c1	.	-2%	3	?	-15%	1
CC(=O)c1ccc(OCC(O)CN2CCC(C)CC2)cc1 (configuration not stated)	-8%	.	11	?	-2%	0
O=C1C(=O)N(CCN2CCOCC2)C(c2ccc([N+](=O)[O-])cc2)/C1=C(/O)c1ccc2c(c1)OCO2 (configuration not stated)	.	-3%	42	?	?	16
O=C(CCS(=O)(=O)c1ccc(F)cc1)Nc1nc(-c2ccccn2)cs1	?	?	-5	?	-19%	8
COc1cc(CN2CCNC(=O)C2CC(=O)N(C)Cc2cccnc2)cc(OC)c1 (configuration not stated)	-9%	-8%	-16	?	-36%[57.1 µM]	-1
CC(C)C[C@H](NC(=O)C1CC(=O)N(c2ccc3c(c2)OCO3)C1)C(=O)NC1CCCC1 (some centres not stated)	.	-19%	-8	?	-2%	9
Cc1nn(C(=O)CCCC(=O)NCc2ccccc2)c2ccccc12	.	23%	-6	?	-12%	3
CCn1c(NCc2cccs2)nc2ccccc21	1%	-10%	26	?	-1%	10
NNC(=O)CN(CCc1ccccc1)S(=O)(=O)c1ccc(Cl)cc1	0%	-2%	46	11%[5.75 µM]	.	-7
CCSc1nnc(NC(=O)CSc2nccn2-c2cccc(C)c2)s1	7%	40%[activator]	8	?	6%	-2
c1ccc(-c2c[nH]c3[n+]2CCCCC3)cc1	-8%	.	7	-3%	8%	12
O=C(C1CCN(c2nnc(-n3cccc3)s2)CC1)N1CCN(Cc2ccc3c(c2)OCO3)CC1	0%	?	-2	1.5µM*	1%	3
COc1ccc(NC(=O)CCC(=O)N(Cc2ccc(OC)c(OC)c2)c2nccs2)cc1	-5%	16%	-24	?	1%	-2
Cc1cc(C)cc(NC(=O)Cn2ncn3c(cc4ccccc43)c2=O)c1	4%	.	-14	-5%	6%	-3
Cc1nccc2c1[nH]c1ccc(Br)cc12	.	?	.	17%	-31%	.
COC(=O)C1=C(C(=O)OC)[C@@H]2N(Cc3ccccc3)c3ccccc3[C@@]23C[C@@H](C(=O)OC)N=C3N1	1%[12.9 µM]	68%[activator]	-9	36%[activator]	6%	-7
COc1cccc(NC(=S)NC(=O)/C=C/c2ccco2)c1	?	65%[activator]	58*	-8%	10µM*	31*

One compound at a time (already shown). Order of screens: Giardia FBPA inh, Pf growth 48h, Shiga toxin inh, Pf growth 96h, Sm TGR inh, Cycloheximide cs
`COC(=O)C1=C(c2ccccc2OCc2ccccc2)C[C@@H]2CC[C@H]1N2C(=O)NCc1ccc(Cl)cc1` as listed: ., 9.3µM*, ., ?, -1%, .
`O=C1C2CCCN2c2ccc(S(=O)(=O)N3CCOCC3)cc2N1Cc1cccc(C(F)(F)F)c1` (configuration not stated) as listed: 0%, 1µM*, -9, 0.52µM*, -6%, -3
`COc1cccc(NC(=S)NC(=O)/C=C/c2ccco2)c1` as listed: ?, 65%[activator], 58*, -8%, 10µM*, 31*
`O=C1C(=O)N(CCN2CCOCC2)C(c2ccc([N+](=O)[O-])cc2)/C1=C(/O)c1ccc2c(c1)OCO2` (configuration not stated) as listed: ., -3%, 42, ?, ?, 16

(list continues)
SMILES	Giardia FBPA inh	Pf growth 48h	Shiga toxin inh	Pf growth 96h	Sm TGR inh	Cycloheximide cs
CCn1c(-c2ccc(C(C)(C)C)cc2)n[nH]c1=S	4%	26%	8	-18%[5.75 µM]	-5%	1
C=CCOc1c(CCC)cc(CCC)cc1C(N)=O	5%	?	7	?	7%	1
COc1ccc(Br)cc1/C=N/Nc1cccc(C(=O)O)c1	10%	119%[activator]	51	127%[activator]	-2%	49*
CCc1ccc(NC(=O)CSc2nc3n[nH]c(C)c3c(=N)n2-c2cccc(OC)c2)cc1	-9%	?	-3	?	-19%	-2
O=C(CCNS(=O)(=O)c1cccc2nonc12)NC1CCCCCC1	7%	-12%	15	-11%	5%	16
